# Screening results: PubChem, several laboratories
# APP transl inh: APP translation inhibition | 0.82% of 190,000 active | SH-SY5Y APP 5'UTR-luciferase reporter, luminescence | inhibition, % at 2 µM;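 active = inhibition above a set limit, derived from the sample mean plus 3 SD, cut at about 45% in these data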; note: values of inactives mirror those of a sister screen read the other way
# RAM network inh: inhibitors of the yeast RAM network. 1.8% of 190,000 active. inhibition, % at 50 µM. S. cerevisiae dse1pr::URA3 reporter, 5-FOA growth OD615, 2 d; analog-sensitive cbk1-as2 kinase mutant strain;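 active = inhibition above a set limit, 3 SD over mean compound inhibition, cut at about 8.4% in these data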;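 note: 0% = DMSO-only wells with no growth and 100% = 10 µM 1-NA-PP1 full growth; inhibition rescues growth on 5-FOA so higher OD means more RAM inhibition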
# STAT1 inh: STAT1 signaling inhibition | NIH 3T3 STAT1-luciferase reporter, IFN-gamma, luminescence | inhibition, % at 5.5 µM | 0.35% of 200,000 active;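 active = inhibition above a set limit, the mean inhibition across all tested compounds plus 3 SD, cut at about 34% in these data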;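 note: 0% = IFN-gamma with DMSO and 100% = IFN-gamma with 300 µM nifuroxazide; values of inactives mirror those of a sister screen read the other way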
# Hsp70 activator: transcriptional activators of Hsp70; HeLa Hsp70 promoter luciferase reporter, luminescence; scaled: vehicle 0, proteasome-inhibitor control 100%; activation, % at 10 µM; 0.04% of 200,000 active;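 active = activation above the mean across all tested compounds plus 3 SD, cutoff set per campaign, cut at about 5.5% in these data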;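 note: 100% = MG132 at 30 µM as the positive control and 0% = DMSO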
# STAT3 inh: inhibitors of IL-6 induced STAT3 signaling; U3A cells, IL-6 STAT3-luciferase reporter, luminescence; host cell line lacks STAT1; inhibition, % at 5.5 µM; 0.89% of 190,000 active; AID 862;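 active = inhibition above the mean inhibition across all screened compounds plus 3 SD, cut at about 44% in these data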;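 note: 0% = DMSO only wells and 100% = 100 µM nifuroxazide control wells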
# STAT1 act: activators of IFN-gamma induced STAT1 signaling; NIH 3T3 STAT1-luciferase reporter, luminescence; 100% = IFN-gamma alone, no compound; activation (% of control), % at 5.5 µM; 2.6% of 200,000 active; AID 932;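 active = activation above the screen-wide mean activation plus 3 SD, cut at about 130% in these data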;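 note: raw ratio to IFN-gamma control signal so 100% means no change and 0% no light; values of inactives mirror those of a sister screen read the other way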
# NF-kB neuron act: compounds increasing NF-kB expression in human neuronal cells; NF-kB reporter expression; hits give high values; fold change at 12.5 µM; 1.6% of 190,000 active; AID 1239; in the data active = fold change above about 3.3
# FLuc inh counter: counter-screen for luciferase assay inhibitors: firefly luciferase inhibition; ATPLite firefly luciferase biochemical luminescence, 10 min; inhibition, % at 10 µM; 1.5% of 200,000 active; AID 1006;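 active = inhibition above about 50% when tested at 10 µM, limit read from the data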
# Target sequence (P08659 whole entry, looked up): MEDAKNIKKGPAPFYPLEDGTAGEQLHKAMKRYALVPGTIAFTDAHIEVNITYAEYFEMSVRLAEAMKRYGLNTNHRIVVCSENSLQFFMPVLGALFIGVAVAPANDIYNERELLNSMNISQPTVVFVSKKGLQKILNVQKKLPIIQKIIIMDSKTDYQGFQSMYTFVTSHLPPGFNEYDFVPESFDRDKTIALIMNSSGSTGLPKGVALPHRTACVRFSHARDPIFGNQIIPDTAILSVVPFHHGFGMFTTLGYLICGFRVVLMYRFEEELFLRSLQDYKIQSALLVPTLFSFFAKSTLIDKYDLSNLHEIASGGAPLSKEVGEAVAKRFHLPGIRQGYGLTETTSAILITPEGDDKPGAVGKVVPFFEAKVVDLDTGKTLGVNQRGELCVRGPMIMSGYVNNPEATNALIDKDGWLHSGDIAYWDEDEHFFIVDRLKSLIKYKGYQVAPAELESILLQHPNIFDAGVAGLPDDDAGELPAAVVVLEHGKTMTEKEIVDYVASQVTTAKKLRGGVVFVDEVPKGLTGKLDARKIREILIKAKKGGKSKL
# STAT3 act: STAT3 signaling activation. U3A cells, IL-6 STAT3-luciferase reporter, luminescence; 100% = signal with IL-6 EC80 alone. activation (% of control), % at 5.6 µM. 0.91% of 190,000 active;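 active = activation above the screen-wide mean of compound activation plus 3 SD, cut at about 130% in these data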;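 note: 0% = background luminescence of wells with medium and substrate only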
#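 Material: STAT3-luciferase reporter U3A cells. Controls: IL-6-treated wells, 100% activation. Read-out: % activation versus median of IL-6-stimulated wells. Probe or stimulus: IL-6 stimulus at 33 ng/mL final. Timing: compound 1 h, then IL-6 6 h at 37 °C. Signal: reporter luminescence signal.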
# APP 5'UTR act: activates APP 5'UTR luciferase reporter | activation, % at 2 µM | 1% of 190,000 active | AID 1276 | SH-SY5Y APP 5'UTR luciferase reporter, luminescence; zero percent = DMSO vehicle wells;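 active = activation above a set limit, based on mean plus 3 SD of controls, cut at about 140% in these data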; note: values of inactives mirror those of a sister screen read the other way
# The depositor's hits bear a star; . = no result given.
SMILES,APP transl inh,RAM network inh,STAT1 inh,Hsp70 activator,STAT3 inh,STAT1 act,NF-kB neuron act,FLuc inh counter,STAT3 act,APP 5'UTR act
Cc1ccc(S(=O)(=O)N2CCCCC2)cc1NC(=O)COC(=O)C1CC2C=CC1C2 (configuration not stated),-20,1.8,9,-0.4,-4,92,0.83,-6,103,20
Fc1ccc(N2N=C(c3cccs3)CC2c2ccccc2)cc1 (configuration not stated),2,6.7,-6,-0.3,12,103,0.91,-1,95,-2
Cc1ccc(/C=N/Nc2cn[nH]c(=O)n2)o1,11,0.6,-6,0.1,2,104,1.1,-6,101,-11
Cc1ccc(-c2c3c(=O)n(C)c(=O)n(C)c3c3nnc4ccccc4n23)cc1,7,.,4,-0.2,2,94,.,.,100,-7
Cc1[nH]c(=O)[nH]c(=O)c1S(=O)(=O)N(CC(C)C)CC(C)C,-5,0.5,10,0.6,3,90,1.2,-1,98,5
Cc1noc(NS(=O)(=O)c2ccc(NC(=O)CSc3nc4c(cc3C#N)CCCCC4)cc2)c1C,-6,4.9,4,-0.2,2,96,0.87,-4,98,6
O=C(/C(=C/O)N=Nc1ccccc1)c1cccs1,16,0.5,-16,0.0,20,116,1.3,-4,89,-16
CC(C)(CNC(=O)c1ccc(S(=O)(=O)N2CCCC2)cc1)N1CCOCC1,16,1.5,1,-0.1,-6,100,1,6,106,-16
Cn1nnc(NC(=S)NC(=O)c2cccs2)n1,-9,0.1,3,-0.4,-4,97,1,-6,103,9
Cc1nn(-c2ccccc2)c(C)c1C(=O)OCC(=O)NC12CC3CC(CC(C3)C1)C2,3,2.4,1,-0.5,-4,99,0.77,-8,105,-3
O=C(C1CCC(N2C(=O)C3CC=CCC3C2=O)CC1)N1CCCCC1 (configuration not stated),-12,0.0,2,-0.4,1,98,1.1,4,103,12
S=C(NCc1ccc(Cl)cc1)NC1CCN(Cc2ccccc2)CC1,23,1.1,8,0.1,32,92,0.96,-8,80,-23
CC1CCCN(c2c([N+](=O)[O-])c(=O)oc3ccccc23)C1 (configuration not stated),-5,0.6,-5,0.2,3,100,1.1,-6,106,5
Cc1cc(Sc2nc(NC(C)(C)C)nc(N3CCOCC3)n2)nc(Cl)n1,-1,3.2,-1,-0.2,-3,101,1.3,-6,101,1
N#CC1(C#N)C2=C(CCCC2)NC(c2ccccc2)C1(C#N)C#N (configuration not stated),-14,1.1,0,0.2,-8,100,0.9,-10,107,14
CC1CCC2(CC1)NC(=S)N(c1ccccc1)N2 (configuration not stated),-7,1.2,-7,-0.1,5,106,1.6,-9,101,7
C=CCN(CC(=O)NCc1ccc(F)cc1)C(=O)c1csnn1,-4,1.3,1,0.0,3,93,1.9,-1,99,4
Cc1ccc2c(c1)C1CN(C)CCC1N2C(=O)c1cccc(S(=O)(=O)N2CC(C)CC(C)C2)c1 (configuration not stated),7,1.0,-9,0.1,0,105,1.1,-4,104,-7
CCOC(=O)CNC(=O)C(NC(=O)C1CCC(C)CC1)C(C)CC (configuration not stated),11,0.8,4,0.1,10,95,1.4,-6,97,-11
O=C(CSc1nc2cc3ccccc3cc2[nH]1)Nc1ccc(F)cc1,24,1.4,-9,-0.3,7,108,1.1,-7,99,-24

# Looked up by structure from above, 2 records:
SMILES,APP transl inh,RAM network inh,STAT1 inh,Hsp70 activator,STAT3 inh,STAT1 act,NF-kB neuron act,FLuc inh counter,STAT3 act,APP 5'UTR act
Cc1cc(Sc2nc(NC(C)(C)C)nc(N3CCOCC3)n2)nc(Cl)n1,-1,3.2,-1,-0.2,-3,101,1.3,-6,101,1
S=C(NCc1ccc(Cl)cc1)NC1CCN(Cc2ccccc2)CC1,23,1.1,8,0.1,32,92,0.96,-8,80,-23

# Ordered by formula weight (ascending): five of the compounds above
SMILES,APP transl inh,RAM network inh,STAT1 inh,Hsp70 activator,STAT3 inh,STAT1 act,NF-kB neuron act,FLuc inh counter,STAT3 act,APP 5'UTR act
CC1CCC2(CC1)NC(=S)N(c1ccccc1)N2 (configuration not stated),-7,1.2,-7,-0.1,5,106,1.6,-9,101,7
CCOC(=O)CNC(=O)C(NC(=O)C1CCC(C)CC1)C(C)CC (configuration not stated),11,0.8,4,0.1,10,95,1.4,-6,97,-11
O=C(C1CCC(N2C(=O)C3CC=CCC3C2=O)CC1)N1CCCCC1 (configuration not stated),-12,0.0,2,-0.4,1,98,1.1,4,103,12
O=C(CSc1nc2cc3ccccc3cc2[nH]1)Nc1ccc(F)cc1,24,1.4,-9,-0.3,7,108,1.1,-7,99,-24
Cc1ccc2c(c1)C1CN(C)CCC1N2C(=O)c1cccc(S(=O)(=O)N2CC(C)CC(C)C2)c1 (configuration not stated),7,1.0,-9,0.1,0,105,1.1,-4,104,-7

# (next part)
SMILES,APP transl inh,RAM network inh,STAT1 inh,Hsp70 activator,STAT3 inh,STAT1 act,NF-kB neuron act,FLuc inh counter,STAT3 act,APP 5'UTR act
COc1ccc(NC(=O)c2cc(-c3ccccc3)oc2C)cc1,-18,1.8,-1,-0.5,6,101,1.1,0,95,18
CCCCOc1ccccc1C1NC(=O)NC(C)=C1C(=O)OCCOC (configuration not stated),-18,.,3,-0.1,10,98,.,.,98,18
COc1ccc(-n2cc(C(=O)c3cc(Cl)ccc3O)cc(C#N)c2=O)cc1,-3,3.1,14,-0.3,16,85,0.85,-5,95,3
O=S(=O)(c1ccccc1Cl)N1CCCC1c1nc(-c2ccc(Cl)cc2)no1 (configuration not stated),10,5.1,-3,-0.1,-2,103,1.2,-2,104,-11
COc1ccc(-c2nc(C)c(C(C)=O)n2O)cc1,-10,0.0,-14,0.0,-3,113,1.3,17,107,10
CN(/N=C/c1ccc(C(C)(C)C)cc1)C1=NCCN1,-20,-0.9,-6,0.5,18,104,1,-2,88,20
OC(CNC1CCCc2ccccc21)COc1c(Cl)cccc1Cl (configuration not stated),-6,-0.5,0,-0.2,-2,100,0.98,0,102,6
Cc1cc(Nc2ncc(Cl)cc2Cl)n(-c2ccccc2C)n1,4,0.1,5,-0.1,-11,95,1,-5,111,-4
CC(=O)NC(Cc1c[nH]c2ccccc12)C(=O)N1CCc2ccccc2C1 (configuration not stated),-2,-0.6,9,-0.3,-1,92,0.93,-4,105,2
CCCSc1nnc(C(C)C)n1N,-9,2.6,-1,-0.2,5,106,1.1,-5,96,9
Cc1ccc(C(=O)OCC(=O)Nc2c(C)n(C)n(-c3ccccc3)c2=O)cc1[N+](=O)[O-],-4,1.6,-2,-0.2,11,101,1.1,-4,95,4
Cc1nnc(SCC(=O)Nn2cnnc2)s1,-6,1.9,3,0.1,9,98,1.1,-8,96,6
Cn1c(Cn2c(=O)sc3ccccc32)nnc1SCC(=O)N1CCOCC1,-10,-0.3,12,0.0,4,90,0.91,-2,97,10
CN(CC(=O)Nc1ccc(F)cc1)C(=O)COc1ccc([N+](=O)[O-])cc1Cl,-7,-0.3,1,-0.2,16,99,1.1,1,93,7
Cc1sc2c(c1C)c(=O)n(-c1ccccc1)c(=O)n2CC(=O)NCC1CCCO1 (configuration not stated),3,1.9,16,-0.3,13,83,1.1,1,93,-3
C/C(=N\NC(=S)Nc1cccc(C)c1)c1ccccc1,-3,5.4,-8,0.4,13,107,1.6,-1,95,3
COc1cccc(CNC23CC4CC(CC(C4)C2)C3)c1OCc1ccccc1,-15,-0.4,22,-0.2,6,79,0.56,-6,102,15
O=c1[nH]c(C2CCN(S(=O)(=O)c3ccccc3)CC2)nc2c1nnn2Cc1ccccc1,16,3.4,1,0.1,12,98,.,-5,94,-16
C=CCn1c(=O)c2c(nc3n2CC(C)CN3c2cccc(OC)c2)n(C)c1=O (configuration not stated),2,0.3,4,-0.2,6,97,0.83,-5,99,-2
CC(NC(=O)COc1ccc(/C=N/NC(=O)C(=O)Nc2ccccc2Br)cc1)c1ccccc1 (configuration not stated),-2,2.9,0,-0.2,25,100,1.3,-6,83,2
CCNS(=O)(=O)c1ccc(CCC(=O)Nc2ccccc2)cc1,-9,1.8,0,0.0,-2,100,0.91,-8,110,9
Cc1ccc2nc(C)cc(C(=O)OCC(=O)c3ccc(Cl)c([N+](=O)[O-])c3)c2c1,-19,1.9,-1,0.0,0,101,0.79,-1,107,19
C=CCSc1nnc(-c2cccnc2)o1,-9,2.3,-5,0.2,4,105,1.3,-1,101,9
CN1C(=O)c2ccccc2C(C(=O)NCCCN2CCCC2=O)C1c1c[nH]c2ccccc12 (configuration not stated),10,1.4,2,-0.3,-63,96,0.87,-5,152*,-10
O=C(Cc1cccs1)N/N=C/C(Br)=C/c1ccccc1,-74,2.2,-53,0.4,-4,148*,1.4,5,107,74
CCC(=O)Nc1nonc1-c1nc2ccccc2n1Cc1ccccc1,3,0.1,-18,-0.3,-8,113,1.1,-4,109,-3
COC(=O)CSc1nc2ccc(C)cc2[nH]1,2,0.9,2,-0.2,4,98,1,18,100,-2
CN(c1ccccc1)S(=O)(=O)c1ccc(Cl)c(C(=O)OCC(=O)N2CCOCC2)c1,3,1.6,0,0.0,4,98,0.99,-7,99,-3
CCOc1ccc(N2C(=O)c3cccnc3C2Nc2ccc(C)c(C)c2)cc1 (configuration not stated),1,2.2,1,-0.5,4,99,0.84,-3,102,-1
CCOc1ccc(S(=O)(=O)N(CC)CC)cc1N,-1,0.0,-3,-0.4,-2,100,1.1,-3,106,1

# Compound profiles, from the list above. Values in the order: APP transl inh	RAM network inh	STAT1 inh	Hsp70 activator	STAT3 inh	STAT1 act	NF-kB neuron act	FLuc inh counter	STAT3 act	APP 5'UTR act
# CN1C(=O)c2ccccc2C(C(=O)NCCCN2CCCC2=O)C1c1c[nH]c2ccccc12 (configuration not stated) in the list: 10	1.4	2	-0.3	-63	96	0.87	-5	152*	-10
# Cc1ccc2nc(C)cc(C(=O)OCC(=O)c3ccc(Cl)c([N+](=O)[O-])c3)c2c1 in the list: -19	1.9	-1	0.0	0	101	0.79	-1	107	19
# CCNS(=O)(=O)c1ccc(CCC(=O)Nc2ccccc2)cc1 in the list: -9	1.8	0	0.0	-2	100	0.91	-8	110	9
# CCC(=O)Nc1nonc1-c1nc2ccccc2n1Cc1ccccc1 in the list: 3	0.1	-18	-0.3	-8	113	1.1	-4	109	-3

# (further entries)
SMILES,APP transl inh,RAM network inh,STAT1 inh,Hsp70 activator,STAT3 inh,STAT1 act,NF-kB neuron act,FLuc inh counter,STAT3 act,APP 5'UTR act
Cc1ccc(C)c(SCC(=O)OCC(=O)N2CC(C)OC(C)C2)c1 (configuration not stated),-9,-0.7,0,0.3,2,100,1,-6,103,9
COc1ccc(NC(=O)c2cccc(C(=O)Nc3ccc(OC)cc3)n2)cc1,2,5.1,-4,0.1,18,103,0.95,0,89,-2
COCCCNC(=O)COc1ccc(-c2nccc(-c3ccccn3)n2)cc1,12,1.4,5,0.1,35,102,0.54,-2,75,-12
O=C1CC(N2CCN(Cc3ccc4c(c3)OCO4)CC2)C(=O)N1CCc1ccccc1 (configuration not stated),0,2.1,4,-0.4,3,97,0.95,-7,103,0
O=C(Cc1ccccc1)Nn1c(O)c(/C=C2\C=Nc3ccccc32)sc1=S,6,4.2,-4,-0.3,-91,106,1.1,-5,170*,-6
O=C(Nc1nnc(-c2cccs2)o1)c1cccc(F)c1,-2,.,-11,-0.3,3,110,.,.,102,2
CC(C)n1cnnc1SCC(=O)Nc1ccc(Br)cc1F,-2,0.0,0,-0.3,7,99,1,-9,101,2
